ERAP1 HTS inh: blocks human ERAP1 aminopeptidase activity; Q9NZ08; inhibition, % at 10.7 µM; AID 652197; recombinant ERAP1, Leu-AMC fluorescence, 60 min; 340,000 compounds, 0.15% hits;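 active means mean replicate inhibition of at least 30%, or all replicates individually reaching that 30% level; inactive means mean below 30% and not every replicate reaching it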;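 further: 0% = neutral control wells and 100% = L-leucinethiol positive control wells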
Target sequence (Q9NZ08 whole entry, looked up): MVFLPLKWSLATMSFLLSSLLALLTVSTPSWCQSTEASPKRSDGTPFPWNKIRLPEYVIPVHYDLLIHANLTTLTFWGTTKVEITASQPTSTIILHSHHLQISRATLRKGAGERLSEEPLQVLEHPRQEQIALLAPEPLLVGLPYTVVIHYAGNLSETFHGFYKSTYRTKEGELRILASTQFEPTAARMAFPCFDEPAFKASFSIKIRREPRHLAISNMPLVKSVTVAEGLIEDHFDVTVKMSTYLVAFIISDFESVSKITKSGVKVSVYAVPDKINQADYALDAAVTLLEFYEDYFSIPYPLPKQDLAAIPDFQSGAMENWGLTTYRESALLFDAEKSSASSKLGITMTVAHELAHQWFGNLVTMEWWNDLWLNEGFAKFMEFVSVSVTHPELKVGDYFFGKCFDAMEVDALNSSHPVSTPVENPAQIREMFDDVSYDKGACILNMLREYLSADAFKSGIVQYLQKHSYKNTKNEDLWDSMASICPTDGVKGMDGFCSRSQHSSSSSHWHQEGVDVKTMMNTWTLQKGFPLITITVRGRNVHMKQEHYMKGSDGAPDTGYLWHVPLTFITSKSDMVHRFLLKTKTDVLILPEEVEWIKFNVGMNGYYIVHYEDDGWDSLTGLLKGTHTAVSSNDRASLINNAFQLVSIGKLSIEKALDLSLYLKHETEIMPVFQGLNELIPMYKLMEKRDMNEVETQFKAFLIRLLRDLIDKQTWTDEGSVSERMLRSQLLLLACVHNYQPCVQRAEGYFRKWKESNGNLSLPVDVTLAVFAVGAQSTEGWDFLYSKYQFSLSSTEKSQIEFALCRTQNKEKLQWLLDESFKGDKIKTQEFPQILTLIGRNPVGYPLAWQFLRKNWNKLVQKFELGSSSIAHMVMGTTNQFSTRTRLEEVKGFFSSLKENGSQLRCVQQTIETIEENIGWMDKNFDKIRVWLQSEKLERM
ARNT TACC3 PPI: disrupts binding between human ARNT and TACC3 | AlphaScreen His-ARNT PAS-B/GST-TACC3 binding, luminescence; TACC3 fragment carries E629A point mutation | inhibition, % at 9.99 µM | 390,000 compounds, 0.66% hits;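 active means mean inhibition of replicates at least 50% and at least half of replicates each reaching 50%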;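 further: 0% = complete ARNT plus TACC3 wells and 100% = ARNT alone without TACC3; many hits fall short of the cut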
RAD52 inh: inhibitors of human RAD52 DNA annealing. P43351. 360,000 compounds, 0.46% hits. inhibition, % at 18.7 µM. recombinant RAD52 DNA annealing, FRET fluorescence;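 active means every replicate showing at least 50% inhibition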
esBAF inh: SWI/SNF esBAF complex inhibition | mouse ES cells, Bmi1-luciferase knock-in reporter, 24 h; 100% = twice the neutral-well signal | reporter increase, % at 12.5 µM | 350,000 compounds, 2% hits | AID 602393; in the data active means activation above about 40%;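 further: 0% = median of the plate's neutral control wells and 100% = double that signal; a rise in the Bmi1 reporter signal indicates esBAF inhibition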
GSIS activator: primary screen for activators of insulin secretion dependent on glucose, INS-1E cells, GLuc reporter luminescence; activation, % at 16.6 µM; INS-1E GLuc reporter insulin secretion, 2-3 h; 370,000 compounds, 0.61% hits;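 active means lowest replicate activation of at least 40%, so every replicate reaches that level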;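 further: 0% = median of neutral control wells and 100% = median of IBMX positive control wells; some compounds called inactive have numbers as strong as hits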
F508del corr: CFTR F508del correction in bronchial cells | AID 720511 | CFBE cells, YFP halide quenching; stimulated with forskolin plus potentiator P3; % fluorescence drop versus neutral controls | 350,000 compounds, 0.36% hits | activity (quench increase), % at 7.58 µM;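 active means mean added fluorescence quench of at least 8% versus neutral control, with both replicates also reaching 8%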;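 further: cells transiently co-express mutant CFTR-F508del with the halide-sensitive YFP; corrector assay measuring rescue of mutant channel to the surface after 24 h compound exposure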
Xi reactivation: activators of X-chromosome reactivation in mouse fibroblasts. activation, % at 7.58 µM. XiGFP mouse fibroblasts, % GFP-positive cells imaging, 3 d; cells co-treated with 5-aza-dC sensitizer; scaled so ellipticine positive control = 100%. AID 743238. 360,000 compounds, 0.055% hits;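 active means mean normalized replicate activation at least 10% and every replicate at or above 10%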;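 further: 0% = median of on-plate neutral control wells and 100% = ellipticine 6 µM median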
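Assay system: SV40-immortalized XiGFP fibroblast cells, line 68-5-11; buffer or medium: DMEM plus 5-aza-dC sensitizer; compound: one concentration, pinned; timing: compounds 3 days, fix/stain 15 min at room temperature; benchmarks: positive control ellipticine, 6 µM final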
RAD54 inh: blocks human RAD54 Holliday junction branch migration; FAM/BHQ fluorescence; Q92698; 360,000 compounds, 0.14% hits; inhibition, % at 10.4 µM;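 active means mean normalized replicate activity at least 40 and at least half of replicates scoring 40 or more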;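 further: 0% = median of neutral control wells and 100% = median of positive control wells; inhibitors cause a drop in the FAM fluorescence signal; in these data hits start at about 50%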
* marks the source's active call; other numbers are inactive results.

How did CN(C)CCCNC(=O)C[C@@H]1CC[C@@H]2[C@H](COc3ccc(NS(C)(=O)=O)cc3C(=O)N2C)O1 do in these assays?
ERAP1 HTS inh: -3; ARNT TACC3 PPI: -8; RAD52 inh: 2; esBAF inh: 3; GSIS activator: -2; F508del corr: 0.9; Xi reactivation: -0.1; RAD54 inh: -1

What do the screens show for `CCCC(=O)C1C(=O)CC(CC(C)SCC)CC1=O` (stereo not given)?
ERAP1 HTS inh: 3; ARNT TACC3 PPI: 1; RAD52 inh: -11; GSIS activator: 0; F508del corr: 0.9

What do the screens show for `COc1ccc(NC(=O)CN(C)C(=O)Cc2c(C)nc3ccccc3c2C)cc1`?
ERAP1 HTS inh: 2; ARNT TACC3 PPI: 1; RAD52 inh: -16; esBAF inh: 5; GSIS activator: -10; F508del corr: -1.3; Xi reactivation: -0.2; RAD54 inh: -3

How did O=C(Nc1ccc(Br)cc1)C1CC(c2c(F)cccc2Cl)=NO1 (stereo not given) do in these assays?
ERAP1 HTS inh: 1; ARNT TACC3 PPI: 3; RAD52 inh: -13; esBAF inh: 25; GSIS activator: 0; F508del corr: -1.5; Xi reactivation: 0.0; RAD54 inh: -2

Results for Cc1nn(Cc2ccc(Cl)cc2)c(C)c1NC(=O)c1cc(-c2ccco2)on1 ?
ARNT TACC3 PPI: 19; esBAF inh: -6; GSIS activator: 8; RAD54 inh: -6

Results for O=C(CCCc1ccccc1)Nc1ccccc1C(F)(F)F ?
ERAP1 HTS inh: -2; ARNT TACC3 PPI: 26; RAD52 inh: -14; esBAF inh: 72*; GSIS activator: 9; F508del corr: -0.8; Xi reactivation: 0.3; RAD54 inh: -1

What do the screens show for `Cn1nc(C(=O)Nc2nc(-c3ccccn3)cs2)c2ccccc2c1=O`?
ERAP1 HTS inh: 2; RAD52 inh: -1; esBAF inh: 12; GSIS activator: -2; F508del corr: -2.2; Xi reactivation: 0.0; RAD54 inh: -2

How did Cc1nn(-c2ccccc2)c(C)c1/C=N/NC(=O)c1ccccc1O do in these assays?
ERAP1 HTS inh: 1; ARNT TACC3 PPI: 25; RAD52 inh: -21; esBAF inh: 21; GSIS activator: -11; Xi reactivation: 0.5; RAD54 inh: 0

Results for CO[C@@H]1CN(C)C(=O)c2cc(NS(=O)(=O)Cc3ccccc3)ccc2OC[C@H](C)NC[C@@H]1C ?
ERAP1 HTS inh: -5; ARNT TACC3 PPI: -1; RAD52 inh: -17; esBAF inh: -12; GSIS activator: 8; F508del corr: -2.5; Xi reactivation: 0.5; RAD54 inh: 5

What do the screens show for `CS(=O)(=NS(=O)(=O)c1ccc(Cl)cc1)c1ccccc1` (stereo not given)?
ERAP1 HTS inh: -1; ARNT TACC3 PPI: -5; RAD52 inh: -3; esBAF inh: 7; GSIS activator: 3; F508del corr: 1.3; Xi reactivation: 0.1

What do the screens show for `C[C@@H]1CN([C@H](C)CO)C(=O)c2cccc(NS(C)(=O)=O)c2O[C@@H]1CN(C)C(=O)Nc1ccccc1`?
ERAP1 HTS inh: 0; ARNT TACC3 PPI: -5; RAD52 inh: -5; esBAF inh: 2; GSIS activator: 12; F508del corr: 1.0; Xi reactivation: 0.0; RAD54 inh: -2

How did O=C(c1cc(-c2cccnc2)nc2ccc(Br)cc12)N1CCN(c2ncccn2)CC1 do in these assays?
ARNT TACC3 PPI: -2; esBAF inh: -3; GSIS activator: 4; RAD54 inh: -7

Results for CN(C)/C=N/c1ncc(C(=O)c2ccc(Cl)cc2Cl)s1 ?
ERAP1 HTS inh: 11; ARNT TACC3 PPI: -3; RAD52 inh: -22; GSIS activator: -8; F508del corr: 3.7; Xi reactivation: -0.1

Results for CS(=O)(=O)Nc1ccc2c(c1)[C@@H]1C[C@H](CC(=O)NCc3cccc(F)c3)O[C@@H](CO)[C@@H]1O2 ?
ERAP1 HTS inh: -1; ARNT TACC3 PPI: -10; RAD52 inh: -9; esBAF inh: 3; GSIS activator: -6; F508del corr: 2.3; Xi reactivation: 0.0; RAD54 inh: 2

How did COc1ccc2c3c(n(C)c2c1)[C@H](CO)N(Cc1cccnc1)CC31CN(C(=O)NC(C)C)C1 do in these assays?
ERAP1 HTS inh: 4; RAD52 inh: -41; GSIS activator: 17; F508del corr: -0.5; Xi reactivation: 0.4

What do the screens show for `CO[C@@H](CN(C)Cc1cc(F)ccc1F)[C@H](C)CN(C(=O)Nc1ccc(C(F)(F)F)cc1)[C@@H](C)CO`?
ERAP1 HTS inh: 5; ARNT TACC3 PPI: 2; RAD52 inh: -15; esBAF inh: -1; GSIS activator: -27; F508del corr: 0.0; Xi reactivation: 0.1; RAD54 inh: -7

What do the screens show for `COc1ccc([C@H]2C[C@H](O)[C@@H](n3cc(COC(=O)c4ccccc4)nn3)CN2CC2CCCCC2)cc1`?
ERAP1 HTS inh: -1; RAD52 inh: -30; esBAF inh: 8; GSIS activator: 3; F508del corr: -0.4; Xi reactivation: 0.4; RAD54 inh: 6

How did CC(C)NC(=O)N(C)C[C@@H]1Oc2ccc(NC(=O)Nc3cccc4ccccc34)cc2C(=O)N([C@@H](C)CO)C[C@@H]1C do in these assays?
ERAP1 HTS inh: 1; ARNT TACC3 PPI: 0; RAD52 inh: -16; esBAF inh: -2; GSIS activator: 2; F508del corr: -2.1; Xi reactivation: -1.0; RAD54 inh: -3

What do the screens show for `COc1ccc(S(=O)(=O)Nc2ccc3c(c2)C(=O)N([C@@H](C)CO)C[C@H](C)[C@@H](CN(C)S(=O)(=O)c2ccc(OC)cc2)OCCCC[C@H](C)O3)cc1`?
ARNT TACC3 PPI: -9; esBAF inh: 3; GSIS activator: 7; F508del corr: 2.7; Xi reactivation: 0.1; RAD54 inh: 15

What do the screens show for `Cc1ccc(S(=O)(=O)Nc2ccc3c(c2)C(=O)N([C@@H](C)CO)C[C@H](C)[C@@H](CN(C)Cc2ccc(Cl)c(Cl)c2)OCCCC[C@H](C)O3)cc1`?
ERAP1 HTS inh: -2; ARNT TACC3 PPI: 17; RAD52 inh: 42; esBAF inh: -4; GSIS activator: -15; F508del corr: 2.5; Xi reactivation: 0.1; RAD54 inh: -3

Overlap with the part before: five entries, then new ones.
What do the screens show for `CO[C@@H](CN(C)Cc1cc(F)ccc1F)[C@H](C)CN(C(=O)Nc1ccc(C(F)(F)F)cc1)[C@@H](C)CO`?
ERAP1 HTS inh: 5; ARNT TACC3 PPI: 2; RAD52 inh: -15; esBAF inh: -1; GSIS activator: -27; F508del corr: 0.0; Xi reactivation: 0.1; RAD54 inh: -7

What do the screens show for `COc1ccc([C@H]2C[C@H](O)[C@@H](n3cc(COC(=O)c4ccccc4)nn3)CN2CC2CCCCC2)cc1`?
ERAP1 HTS inh: -1; RAD52 inh: -30; esBAF inh: 8; GSIS activator: 3; F508del corr: -0.4; Xi reactivation: 0.4; RAD54 inh: 6

How did CC(C)NC(=O)N(C)C[C@@H]1Oc2ccc(NC(=O)Nc3cccc4ccccc34)cc2C(=O)N([C@@H](C)CO)C[C@@H]1C do in these assays?
ERAP1 HTS inh: 1; ARNT TACC3 PPI: 0; RAD52 inh: -16; esBAF inh: -2; GSIS activator: 2; F508del corr: -2.1; Xi reactivation: -1.0; RAD54 inh: -3

What do the screens show for `COc1ccc(S(=O)(=O)Nc2ccc3c(c2)C(=O)N([C@@H](C)CO)C[C@H](C)[C@@H](CN(C)S(=O)(=O)c2ccc(OC)cc2)OCCCC[C@H](C)O3)cc1`?
ARNT TACC3 PPI: -9; esBAF inh: 3; GSIS activator: 7; F508del corr: 2.7; Xi reactivation: 0.1; RAD54 inh: 15

What do the screens show for `Cc1ccc(S(=O)(=O)Nc2ccc3c(c2)C(=O)N([C@@H](C)CO)C[C@H](C)[C@@H](CN(C)Cc2ccc(Cl)c(Cl)c2)OCCCC[C@H](C)O3)cc1`?
ERAP1 HTS inh: -2; ARNT TACC3 PPI: 17; RAD52 inh: 42; esBAF inh: -4; GSIS activator: -15; F508del corr: 2.5; Xi reactivation: 0.1; RAD54 inh: -3

What do the screens show for `Cc1ccc(-n2ccnc(SCC(=O)NCCc3ccccc3)c2=O)cc1F`?
ERAP1 HTS inh: 2; ARNT TACC3 PPI: -8; RAD52 inh: -12; esBAF inh: 10; GSIS activator: -14; F508del corr: -2.5; Xi reactivation: 0.3; RAD54 inh: -10

Results for CCOc1ccc(-n2cc(C(=O)Nc3ccc(Cl)cn3)c3cc(OC)c(OC)cc3c2=O)cc1 ?
ARNT TACC3 PPI: 1; esBAF inh: -10; GSIS activator: 6; RAD54 inh: -1

What do the screens show for `CC(c1cccs1)N(Cc1ccco1)C(=O)Nc1ccc(Cl)c(Cl)c1` (stereo not given)?
ARNT TACC3 PPI: 5; esBAF inh: -6; GSIS activator: -20; RAD54 inh: 5

What do the screens show for `CCNC(=O)n1cc(-n2cncn2)c(-c2ccccc2)n1`?
ERAP1 HTS inh: 1; ARNT TACC3 PPI: 10; RAD52 inh: -11; esBAF inh: -1; GSIS activator: -3; F508del corr: -0.2; Xi reactivation: 0.1; RAD54 inh: -5

What do the screens show for `COc1ccc(CN(C)Cc2c(O)ccc3cc(Br)ccc23)cc1OC`?
ERAP1 HTS inh: 4; ARNT TACC3 PPI: 4; RAD52 inh: -13; esBAF inh: -9; GSIS activator: 21; F508del corr: -0.7; Xi reactivation: 0.1; RAD54 inh: 6

Results for COC1Cc2ccccc2N(C(N)=O)c2ccccc21 (stereo not given) ?
ERAP1 HTS inh: -1; ARNT TACC3 PPI: -7; RAD52 inh: -1; F508del corr: -3.1; Xi reactivation: 0.0

How did CCCNC(=O)N1C[C@H](C)[C@H](OC)CN(C)C(=O)c2ccc(NS(C)(=O)=O)cc2OC[C@@H]1C do in these assays?
ERAP1 HTS inh: 5; ARNT TACC3 PPI: 13; RAD52 inh: -4; esBAF inh: -4; GSIS activator: 15; F508del corr: -1.1; Xi reactivation: 0.4; RAD54 inh: -7

Results for CC(=O)N/C(=C\c1ccc(F)cc1)C(=O)NC(C(=O)O)C(C)C (stereo not given) ?
ERAP1 HTS inh: -6; ARNT TACC3 PPI: -4; RAD52 inh: -5; esBAF inh: -7; GSIS activator: 4; F508del corr: -2.0; Xi reactivation: 0.0; RAD54 inh: -28

How did Cc1ccc(CSCC(=O)NCCCN2CCOCC2)cc1 do in these assays?
ERAP1 HTS inh: -7; ARNT TACC3 PPI: -1; RAD52 inh: -10; esBAF inh: -5; GSIS activator: 6; F508del corr: 2.5; Xi reactivation: 0.1; RAD54 inh: -20

How did CCOC(=O)c1sc(NC(=O)c2cccs2)nc1C do in these assays?
ERAP1 HTS inh: -7; ARNT TACC3 PPI: -4; RAD52 inh: -18; esBAF inh: 20; GSIS activator: 3; F508del corr: 1.9; RAD54 inh: 4

What do the screens show for `C(=C\c1ccccc1)/C=N/Nc1nc2ccccc2[nH]1`?
ERAP1 HTS inh: -5; ARNT TACC3 PPI: 14; RAD52 inh: -16; GSIS activator: 0; F508del corr: 2.6; Xi reactivation: 1.8

What do the screens show for `Cc1ccc(C(=O)OCC(=O)Nc2ccc(F)c(Cl)c2)o1`?
ERAP1 HTS inh: -2; ARNT TACC3 PPI: 5; RAD52 inh: -9; esBAF inh: -4; GSIS activator: 10; F508del corr: 1.7; Xi reactivation: 0.2; RAD54 inh: 2

Results for Cc1ccccc1-c1ccc2c(c1)O[C@@H](CN(C)Cc1ccncc1)[C@@H](C)CN([C@@H](C)CO)S2(=O)=O ?
ERAP1 HTS inh: 7; ARNT TACC3 PPI: 19; RAD52 inh: 9; esBAF inh: -2; GSIS activator: -13; F508del corr: -1.1; Xi reactivation: 0.4; RAD54 inh: 1

Results for COc1ccc(-c2noc(CCC(=O)N3CCC(c4cc(C)ccc4C)CC3)n2)cc1 ?
ERAP1 HTS inh: 0; ARNT TACC3 PPI: -7; RAD52 inh: 2; esBAF inh: -1; GSIS activator: 6; F508del corr: -1.0; Xi reactivation: 0.6; RAD54 inh: -6

Screening data from PubChem.
